Bioassay records as filed in PubChem BioAssay.
LYP inhibition: inhibitors of LYP phosphatase, biochemical, fluorescence intensity, uHTS (AID 1779); Tyrosine-protein phosphatase non-receptor type 22 (Homo sapiens); recombinant LYP phosphatase, fluorescence intensity; higher % means a stronger effect; inhibition, % at 11.5 µM, or IC50 in µM where a hit was titrated; 290,000 compounds, 0.054% hits; in the data active = inhibition above about 50%;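 also: plate controls were vehicle with enzyme for no effect and no enzyme for full effect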
* hit, by the source's call.

SMILES	LYP inhibition
CC(NC(=O)C(=O)N1CCCCC1)C(c1cccs1)N1CCN(C)CC1 (configuration not stated)	-3%
COc1ccc(Cn2c(CCC(=O)NCCC(C)C)nc3ncccc3c2=O)cc1	-7%
Cc1ccccc1NC(=S)NNC(=O)c1ccco1	-15%
Cc1ccc(CNC(=O)c2cc(S(=O)(=O)N3CCOCC3)cn2C)cc1	-10%
COc1ccc(N2CCN(C(=O)CNC(=O)c3ccccc3Cl)CC2)cc1	-1%
O=C(Cn1ccc(C(F)(F)F)n1)NNC(=O)c1cccnc1	-10%
O=C(CCCN1C(=O)/C(=C\c2ccccc2)SC1=S)Nc1ccc(O)cc1C(=O)O	1%
CC(C)(C)CN1CCN(Cc2cc3ccccc3[nH]2)CC1CCO (configuration not stated)	-6%
COc1cccc(NC(=O)c2ccccc2N2C(=O)C3C4C=CC(C4)C3C2=O)c1 (configuration not stated)	-2%
CC1CCN(CC(=O)Nc2ccc(S(=O)(=O)N3CCCCC3)cc2)CC1	-7%
CCOC(=O)N1CCN(C(=O)c2cn(CC)c3ccc(S(=O)(=O)N4CCOCC4)cc3c2=O)CC1	-11%
COc1cccc(-c2cccc(NC(=O)C3CCN(C4CCC4)CC3)c2)c1	-6%
CCOC(=O)c1c(NC(=O)CN2CCN(C(=O)C3CCCO3)CC2)sc(C)c1C (configuration not stated)	6%
CCOc1ccc(C(=O)NCC(=O)NC(C)c2ccc(-n3ccnc3)cc2)cc1OCC (configuration not stated)	-5%
CN(C)CC1CCCCC1OC(=O)c1ccc(S(=O)(=O)N(C)c2ccccc2)cc1 (configuration not stated)	-6%
COCCNC(=O)CN(Cc1ccccc1)C(=O)CCC(=O)Nc1nccs1	1%
CC1(C)CC(NC(=O)c2cccc([N+](=O)[O-])c2)CC(C)(C)N1	-11%
COc1cccc(-c2nc(C(=O)NCC3CCCO3)cc3c2[nH]c2ccccc23)c1 (configuration not stated)	-7%
CCOC(=O)C1CCN(C(=O)CCCNC(=O)Cn2cnc3sc(C)c(C)c3c2=O)CC1	-4%
COc1cccc(CNC(=O)CN2C(=O)CSc3ccc(S(=O)(=O)N4CCCCC4)cc32)c1	-3%
O=C(CS(=O)(=O)c1ccccc1)Nc1ccc(Cl)cn1	-5%
CC(NC(=O)c1ccc(CS(C)(=O)=O)cc1)c1ccc(-c2ccccc2)cc1 (configuration not stated)	-4%
COc1cc(OCC(=O)NC(C)C)cc2c1C(=O)O[C@@H](C)CCCC(=O)CCCCC2	-2%
COc1ccc(CCNC(=O)CC2(CC3=NS(=O)(=O)c4ccccc4N3)CCCC2)cc1OC	-13%
O=C(N/N=C/c1ccncc1)c1cc(C2CC2)nc2ccccc12	-10%
O=C(NCCc1ccccc1)c1ccccc1SCC(=O)N1CCCC1	-16%
N#C/C(=C\c1ccncc1)c1ccccn1	-4%
CCc1ccc2[nH]c(=O)c(Cc3ccccc3)c(O)c2c1	-6%
CN(Cc1cnccn1)C(=O)C1CCC(=O)N(CCc2ccc(Cl)cc2)C1 (configuration not stated)	-11%
Cc1cccc(/C=N/NC(=O)c2ccc(NC(=O)c3ccc(Cl)cc3)cc2)n1	-8%
COc1ccc(OC)c(/C=C/c2ccc3cccc(O)c3n2)c1	-3%
O=C(CSc1nncn1-c1cccnc1)Nc1ccccc1[N+](=O)[O-]	-3%
Cc1nn(CC(=O)NCCCc2ccccc2)c(=O)c2cc3occc3n12	-6%
COc1ccc(N2CCN(C3CCCN(Cc4cccc(C(C)=O)c4)C3)CC2)cc1 (configuration not stated)	-6%
CCN(CC)Cc1c(O)ccc2occ(C(=O)c3ccccc3)c12	-12%
COC(=O)C(C(=O)OC)C(CC(=O)c1ccc(C)cc1)c1cc(OC)c(OC)c(OC)c1 (configuration not stated)	-5%
COc1ccc(-c2noc(CN(C)C(=O)c3ccoc3C)n2)cc1OC	-4%
Cc1ccc(Nc2nc3ccc(Cl)cc3n3cnnc23)cc1F	-7%
CC(OC(=O)c1ccco1)C(=O)NCc1ccc2c(c1)OCO2 (configuration not stated)	-7%
O=Cc1c(NCc2ccc(F)cc2)c2ccccc2[nH]c1=O	-12%

The last four compounds of the part before lead into the next:
SMILES	LYP inhibition
COc1ccc(-c2noc(CN(C)C(=O)c3ccoc3C)n2)cc1OC	-4%
Cc1ccc(Nc2nc3ccc(Cl)cc3n3cnnc23)cc1F	-7%
CC(OC(=O)c1ccco1)C(=O)NCc1ccc2c(c1)OCO2 (configuration not stated)	-7%
O=Cc1c(NCc2ccc(F)cc2)c2ccccc2[nH]c1=O	-12%
CCCCn1c(N)c(N(CCC(C)C)C(=O)c2ccccc2C)c(=O)[nH]c1=O	2%
O=C(O)c1cc(-c2ccc(Cl)c(Cl)c2)n(-c2ccc(F)cc2)n1	-5%
CC(NCc1ccccc1O)C12CC3CC(CC(C3)C1)C2 (configuration not stated)	3%
CCN(CC)CCCNC(=O)c1c(O)c2cc(F)cc3c2n(c1=O)C(C)CC3 (configuration not stated)	-5%
O=C(Nc1c(C(=O)N2CCOCC2)cnn1-c1ccccc1)c1ccc(F)cc1	-3%
C/C(=N\Nc1ccc([N+](=O)[O-])cc1[N+](=O)[O-])c1cccnc1	2%
C/C(=N\NC(=O)c1c(Cl)cnn1C)c1cccc(NC(=O)c2ccc(C)cc2)c1	1%
Cc1noc(C)c1CCC(=O)NC1CCCN(Cc2ccc(Cl)cc2)C1 (configuration not stated)	-4%
CNC(=O)CSc1nc2cc(S(=O)(=O)Nc3ccccc3OC)ccc2o1	-8%
O=Nc1c(-c2c(O)[nH]c3cc(Br)ccc23)[nH]c2ccccc12	-4%
COc1cccc(CC(=O)Nc2nc(-c3ccc(OC)c(OC)c3)cs2)c1	-4%
CCOc1ccc(-c2nc(CSCC(=O)NCC3CCCO3)c(C)o2)cc1 (configuration not stated)	-7%
COC(=O)c1c(NC(=S)NNS(=O)(=O)c2ccc(OC)cc2OC)sc2c1CCCCCC2	-2%
CN1C(=O)C(C)(C)c2cc(S(=O)(=O)N3CCCC(C(=O)NCc4ccc(F)cc4)C3)ccc21 (configuration not stated)	-10%
O=C(Nc1ccc(-n2cc(Br)cn2)cc1)c1ccncc1	-9%
O=C1Nc2ccc(F)cc2C12OCCO2	-4%
Cc1cc(OCc2cc(C(=O)N(C)CCCN3CCOCC3)no2)cc(C)c1Cl	1%
O=C(Nc1cccc(C(=O)NC2CCCC2)c1)c1ccccc1	-9%
O=C(O)c1ccc(NC(=O)c2ccc(Cl)cc2)c(NC(=O)c2ccc(Cl)cc2)c1	-4%
O=C(CN1CCCCCC1)Nc1ccc(S(=O)(=O)N2CCCCC2)cc1	-1%
CCOC(=O)N1CCN(C(=O)Cc2ccccc2OC)CC1	-6%
CCOC(=O)C1=C(c2ccccc2)NC(=O)NC1c1ccc(O)c(Cl)c1 (configuration not stated)	-2%
O=[N+]([O-])c1ccc(N2CCN(c3ccccn3)CC2)c(Cl)c1	-5%
CCOc1ccc(N(C(C)C(=O)N2CCOCC2)S(C)(=O)=O)cc1 (configuration not stated)	-10%
COc1ccc2nc(NC(=O)c3ccco3)sc2c1	-6%
CCc1nn(CCCC(=O)NCc2ccccc2Br)c(=O)c2cc3occc3n12	-3%
Cc1ccccc1OCC(=O)N1CCCCCCC1	-10%
COC(=O)c1sc(NC(=O)c2c(C)noc2C)nc1C	-4%
O=C(c1ccc2c(=O)n3c(nc2c1)CCCCC3)N1CCN(c2ccc(Cl)cc2)CC1	-6%
Cc1ccc(NC(=O)CCN2C(=O)C3C4CCC(C4)C3C2=O)cc1Cl (configuration not stated)	-14%
CCOC(=O)C1CCCN(C2=NC(=O)/C(=C/c3ccc(OC)cc3)S2)C1 (configuration not stated)	1%
Cc1cccc(NS(=O)(=O)c2coc(C(N)=O)c2)c1C	-7%
Cc1ccccc1-c1nc(CN2CCC(C(=O)NC3CC3)CC2)c(C)o1	-6%
O=C(Nc1cccc(F)c1)NC1CCCCCCC1	-11%
COc1ccc(CNC(=O)c2cc3ccccc3oc2=O)cc1	-7%
CC1CC(c2ccccc2)=Nc2ccccc2N1 (configuration not stated)	-10%
Cc1cccc(C(=O)Oc2cccc3c(O)cccc23)c1	0%
C/C(=N\NC(=O)CNC(=O)c1ccc(F)cc1)c1ccco1	-12%
CC(C)CCn1c(=O)c2sccc2n2c(CCCC(=O)N3CCC(N4CCCCC4)CC3)nnc12	-9%
COc1cc(OC)c(C(=O)/C=C/c2ccc(OCc3ccccc3)c(OC)c2)c(OC)c1	-1%
COc1ccc(NCc2nnc(-c3ccccc3)o2)cc1	-7%
CCC[C@H]1COCCS(=O)(=O)N1Cc1ccccc1F	-10%
Cc1ccccc1N(Cc1cc(=O)[nH]c2ccccc12)C(=O)C(C)C	-10%
COCCCNC(=S)N(CCCO)Cc1cc2cc3c(cc2[nH]c1=O)OCO3	-9%
Cc1ccc(S(=O)(=O)N2CCCCC2)cc1C(=O)N(C)CCOc1ccccc1	-16%
CCN(CC(=O)NCc1ccc(Cl)cc1)C(=O)CSc1ccc(Br)cc1	-12%
COc1ccc(OC)c(CNC(=O)C2CCCN(S(=O)(=O)N3CC(C)CC(C)C3)C2)c1 (configuration not stated)	-9%
Cc1ccc(S(=O)(=O)N2CCN(C(=O)CSc3ccc(F)cc3)CC2)cc1	-9%
Cc1ccc(C23CC4CC(CC(CC(=O)NC(C)(C)CO)(C4)C2)C3)cc1	1%
CCOc1ccc(CN(C)C(=O)CNC(=O)c2ccc3ccccc3c2)cc1OC	-6%
S=c1[nH]nc(COc2ccc(Cl)cc2Cl)n1-c1ccccc1	-16%
COc1ccc(C(=O)NC(=S)N2CCN(c3ccccc3OC)CC2)cc1	0%
O=C(NC1CCCN(Cc2ccc(Cl)cc2)C1)c1ccnc(Cl)c1 (configuration not stated)	-3%
Cc1cccc(N2CCN(C(=O)c3ccc(Cl)c(NC4=NC5CS(=O)(=O)CC5S4)c3)CC2C)c1 (configuration not stated)	-1%
CCOC(=O)c1c(NC(=O)Cc2ccccc2)sc2c1CC(C)(C)NC2(C)C	-5%
Cc1cc(S(=O)(=O)NCc2ccccn2)c(Cl)cc1Cl	-6%
CSc1ccc(S(=O)(=O)N2CCC(C(=O)NCCCn3ccnc3)CC2)cc1	-10%
Cc1nc(-c2ccccc2)sc1C(=O)Nc1ccc(S(N)(=O)=O)cc1	-1%
N#C/C(=C\c1ccncc1)c1ccc(NC(N)=O)cc1	-5%
COCCNC(=S)NNC(=O)c1cc(-c2cccnc2)nc2ccccc12	-9%
Other entries:
SMILES	LYP inhibition
Cc1ccc(NC(=O)Nc2c(C)n(C)n(-c3ccccc3)c2=O)cc1	1%
CCN(CC)S(=O)(=O)c1cc(C(=O)N=c2sccn2C)ccc1OC	-7%
CCOc1ccc(NC(=O)CN2CCN(CC(=O)Nc3ccc(OC)cc3OC)CC2)cc1	-4%
CC(=O)Nc1cccc(NC(=O)CSc2nc(C3CC3)nc3ccccc23)c1	-3%
COC(=O)[C@H](Cc1c[nH]c2ccccc12)NC(=O)Cc1c[nH]c2ccccc12	-8%
CCOc1ccc(OCCC(=O)OCC(=O)N2CCN(S(=O)(=O)c3ccc(Cl)cc3)CC2)cc1	-3%
COc1ccc(/C=C2\SC(=O)N(CCC(=O)N3CCN(C)CC3)C2=O)cc1	-12%
Cc1cc(NC(=O)CSc2nc(=O)cc(N)n2-c2ccc(C)c(C)c2)no1	1%
Cn1c(CNC(=O)c2ccccc2F)nnc1SCC(=O)Nc1nncs1	4%
Cc1ccc(NC(=O)NC2CCCCCCC2)cc1C	-4%
Cc1oc(/N=C/c2ccccc2)c(C#N)c1C	-7%
Cc1n[nH]c(C)c1CCNC(=O)C1CCC(=O)N(Cc2ccccc2F)C1 (configuration not stated)	-6%
Cc1ccccc1C1c2[nH]c3ccccc3c2C[C@H]2C(=O)N(c3ccccc3C(=O)NCCN3CCOCC3)C(=O)N12 (some centres not stated)	2%
COc1cccc(CNC(=O)[C@H](CCSC)NC(=O)N2CCn3c2nc2ccccc23)c1	-10%
CCN(C(=O)Cc1ccc(NC2=NC3CS(=O)(=O)CC3S2)cc1)c1ccccc1 (configuration not stated)	-13%
O=C(O)CCCC(=O)N1CCOCCOCCOCCOCC1	0%
CN(C(=O)CSc1ncccn1)C1CCS(=O)(=O)C1 (configuration not stated)	-5%
O=C(CNC(=O)c1ccco1)N=Nc1c(O)[nH]c2ccc(Br)cc12	-5%
O=C(Cn1c(=O)[nH]c2ccccc2c1=O)Nc1cccnc1	-5%
CCN(CC)C(=O)CSc1nc2c(sc(=S)n2-c2ccccc2)c(=O)n1-c1ccccc1OC	1%

Sorted by number of heavy atoms (ascending): 14 of the compounds above
SMILES	LYP inhibition
Cc1oc(/N=C/c2ccccc2)c(C#N)c1C	-7%
CN(C(=O)CSc1ncccn1)C1CCS(=O)(=O)C1 (configuration not stated)	-5%
Cc1ccc(NC(=O)NC2CCCCCCC2)cc1C	-4%
O=C(Cn1c(=O)[nH]c2ccccc2c1=O)Nc1cccnc1	-5%
O=C(O)CCCC(=O)N1CCOCCOCCOCCOCC1	0%
O=C(CNC(=O)c1ccco1)N=Nc1c(O)[nH]c2ccc(Br)cc12	-5%
Cc1ccc(NC(=O)Nc2c(C)n(C)n(-c3ccccc3)c2=O)cc1	1%
Cc1n[nH]c(C)c1CCNC(=O)C1CCC(=O)N(Cc2ccccc2F)C1 (configuration not stated)	-6%
CC(=O)Nc1cccc(NC(=O)CSc2nc(C3CC3)nc3ccccc23)c1	-3%
CCN(C(=O)Cc1ccc(NC2=NC3CS(=O)(=O)CC3S2)cc1)c1ccccc1 (configuration not stated)	-13%
COc1cccc(CNC(=O)[C@H](CCSC)NC(=O)N2CCn3c2nc2ccccc23)c1	-10%
CCOc1ccc(NC(=O)CN2CCN(CC(=O)Nc3ccc(OC)cc3OC)CC2)cc1	-4%
CCN(CC)C(=O)CSc1nc2c(sc(=S)n2-c2ccccc2)c(=O)n1-c1ccccc1OC	1%
Cc1ccccc1C1c2[nH]c3ccccc3c2C[C@H]2C(=O)N(c3ccccc3C(=O)NCCN3CCOCC3)C(=O)N12 (some centres not stated)	2%

(continued)
SMILES	LYP inhibition
COc1ccc(C(=O)CSc2nnc(CNC(=O)c3ccccc3)n2C)cc1	-3%
CCOC(=O)N1CCC(NC(=O)c2ccc(CS(=O)c3cccc(C)c3)o2)CC1 (configuration not stated)	-10%
Cc1ccc(CNS(=O)(=O)c2c(C)[nH]c(=O)[nH]c2=O)cc1	-9%
COCCCn1c(SCC(=O)N2CCOCC2)nc2ccccc2c1=O	0%
CC(C)[C@H](NC(=O)N1CC(=O)Nc2ccccc21)C(=O)Nc1nccs1	-12%

This is a subset; rates above refer to the full screens.
